Assay outcomes deposited in PubChem BioAssay by Johns Hopkins Ion Channel Center.
RGS4 block: human RGS4 inhibition | AID 463165 | HEK293 M3R/RGS4 inducible, Fluo-4 calcium flux; hits give high values; triggered by carbachol at its EC20 | P49798 | actives 0.45% (n = 310,000) | B-score at 10 µM;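 active = B-score, a plate-corrected calcium signal, over three deviations above library mean, with baseline fluorescence within five deviations of library mean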;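 note: RGS4 expression induced by doxycycline in cells with stable M3 receptor; B-score is computed from the integrated fluorescence ratio over baseline after carbachol; higher B-score means a larger calcium signal and so more RGS4 inhibition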
MrgX1 allo act: allosterically activates human MrgX1 receptor signaling. B-score at 10 µM. actives 0.63% (n = 310,000). Q96LB2. AID 588675. MrgX1-HEK293, Fluo-4 calcium flux, FDSS; hits give high values;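 active = plate-corrected calcium response at least 3 library SD above typical, normal starting fluorescence, not activating the receptor alone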;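 note: compound read alongside a low EC10 to EC30 dose of BAM8-22 agonist; peak minus trough fluorescence over baseline measured at the second addition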
ANO1 block: blocks the mouse calcium-activated chloride channel TMEM16A; Q8BHY3; HEK293 TMEM16A/YFP iodide influx fluorescence, ionomycin; normalized B-score (activity score, 25-100; higher = stronger inhibition) at 10 µM; actives 1.2% (n = 310,000); AID 588511;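 active = ratio plate-corrected score three or more library SD toward inhibition, starting fluorescence score within five deviations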;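 note: score derived from kinetic fluorescence span divided by baseline fluorescence per well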
Target sequence (Q8BHY3 whole entry, looked up): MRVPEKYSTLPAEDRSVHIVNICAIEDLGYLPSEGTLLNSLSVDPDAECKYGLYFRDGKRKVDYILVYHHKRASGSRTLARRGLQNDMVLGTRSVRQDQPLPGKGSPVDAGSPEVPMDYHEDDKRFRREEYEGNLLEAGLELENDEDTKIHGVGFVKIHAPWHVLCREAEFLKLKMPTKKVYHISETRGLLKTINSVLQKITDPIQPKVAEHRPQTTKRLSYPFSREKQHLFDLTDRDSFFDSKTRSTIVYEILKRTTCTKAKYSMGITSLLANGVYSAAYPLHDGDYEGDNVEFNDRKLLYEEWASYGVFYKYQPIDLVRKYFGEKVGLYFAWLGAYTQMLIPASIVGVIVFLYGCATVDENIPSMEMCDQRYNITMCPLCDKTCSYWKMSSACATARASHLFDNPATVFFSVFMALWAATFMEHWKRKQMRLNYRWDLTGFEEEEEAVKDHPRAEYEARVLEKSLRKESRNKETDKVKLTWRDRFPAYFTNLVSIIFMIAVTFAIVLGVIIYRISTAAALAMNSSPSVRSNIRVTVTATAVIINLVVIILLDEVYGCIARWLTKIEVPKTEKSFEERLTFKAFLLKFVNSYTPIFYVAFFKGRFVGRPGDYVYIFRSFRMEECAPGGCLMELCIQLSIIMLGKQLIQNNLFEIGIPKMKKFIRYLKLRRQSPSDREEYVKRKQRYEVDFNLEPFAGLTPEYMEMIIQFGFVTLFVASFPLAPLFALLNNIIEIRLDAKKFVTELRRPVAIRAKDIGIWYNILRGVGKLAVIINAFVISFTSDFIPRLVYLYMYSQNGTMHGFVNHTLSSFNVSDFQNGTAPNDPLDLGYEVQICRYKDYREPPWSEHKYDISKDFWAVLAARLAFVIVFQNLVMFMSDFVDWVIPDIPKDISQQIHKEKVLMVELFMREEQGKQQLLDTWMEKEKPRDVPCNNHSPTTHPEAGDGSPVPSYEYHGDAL
MrgX1 antagonist: antagonists of human MrgX1 receptor; MRGX1-HEK293 calcium flux, Fluo-4, BAM8-22 antagonism; hits give low values; B-score at 10 µM; actives 1.3% (n = 310,000);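 active = calcium-response B-score plate-corrected more than 3 library SD below zero, starting fluorescence within 5 deviations, no agonist response on first addition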;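 note: peak minus trough fluorescence over baseline after final BAM8-22 challenge near maximal dose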
ANO1 activ: mouse TMEM16A channel activation, primary screen. Q8BHY3. HEK293 TMEM16A/YFP-H148Q/I152L, iodide quench fluorescence; hits give low values. B-score at 10 µM. actives 0.3% (n = 340,000). AID 623877;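 active = fluorescence-ratio B-score plate-corrected deviation score at least 3 library SD below zero, with starting fluorescence score within 5 deviations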;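 note: channel opened by trigger with iodide after compound preincubation; score built on the fluorescence ratio of max minus min over baseline; more negative score means more quench and so TMEM16A activation or potentiation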
TRPC4 block: blocks the mouse TRPC4 cation channel; B-score at 10 µM; Q9QUQ5; HEK293 TRPC4beta/mu-opioid, DAMGO-evoked Fluo4 calcium flux; hits give low values; actives 0.39% (n = 300,000); AID 2247;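 active = B-score over 3 SD under the library average, no early fluorescence shift, positive overall ratio signal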
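Material: HEK293 cells with stable TRPC4beta plus mu-opioid receptor expression / Probe or stimulus: DAMGO in two steps, submaximal then maximal / Compound: single concentration per test compound / Technique: kinetic Fluo4 fluorescence imaging of calcium influx / Read-out: per-well B score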
MrgX1 ag: human MrgX1 receptor agonism, primary screen. Q96LB2. MrgX1-HEK293 cells, Fluo-4 calcium fluorescence, agonist mode; hits give high values. B-score at 10 µM. actives 0.44% (n = 310,000). AID 588627;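 active = calcium response B-score plate-corrected fluorescence ratio at least 3 library SD, with starting fluorescence B-score inside 5 SD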
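Test system: HEK293 cells stably expressing human MrgX1 receptor; Input: fifteen thousand cells per well; Dosing: compound delivered in addition one of three; Schedule: overnight seeding, then 1 h dark dye loading; Technique: Fluo-4 NW calcium fluorescence; Measure: B-scored fluorescence response ratio; Controls: positive and negative controls per plate.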
TRPC6 inhibitor: blocks the mouse TRPC6 cation channel; Q61143; HEK293-TRPC6, membrane potential dye, ACh-evoked depolarization; hits give low values; B-score at 10 µM; actives 1.1% (n = 310,000); AID 2553;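 active = B-score under library mean minus 3 SD, initial fluorescence not abnormally high, positive integrated signal ratio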;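 note: B-score derived from integrated fluorescence ratio over the kinetic read; more negative B-score means stronger inhibition of depolarization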
TRPC6 act: activates the mouse TRPC6 cation channel; Q61143; actives 0.13% (n = 310,000); HEK293-TRPC6 membrane potential dye fluorescence; hits give high values; B-score at 10 µM;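 active = B-score of the integrated fluorescence ratio above library mean plus 3 SD, and starting fluorescence ratio within library mean plus 5 SD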;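 note: higher score means more depolarization so channel activation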
TRPC4 act: TRPC4 (mouse) channel activation; Q9QUQ5; actives 0.49% (n = 310,000); HEK293 TRPC4beta/mu-opioid, Fluo4 calcium fluorescence; hits give high values; B-score at 10 µM;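 active = B-score above 5 SD of library B-scores, and initial fluorescence ratio not above library mean plus 5 SD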;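 note: positive B-score marks a calcium rise read as TRPC4 activation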
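Technique: kinetic Fluo4 calcium fluorescence; Test system: TRPC4beta and mu-opioid receptor HEK293 stable cells; Measure: B-scored integrated calcium fluorescence ratio; Benchmarks: low control buffer alone, high control maximal DAMGO; Schedule: 45 min room-temperature Fluo4 loading, 110 s read.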
TRPC4 potent: allosteric potentiators of mouse TRPC4 channel; B-score at 10 µM; Q9QUQ5; actives 0.42% (n = 310,000); HEK293 TRPC4beta/mu-opioid, DAMGO EC20, Fluo-4 Ca2+ flux; hits give high values;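 active = B-score of calcium response area above 5 SD of library B-scores, with initial fluorescence ratio within 5 SD of library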;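 note: B-score of integrated fluorescence ratio over time as area under calcium response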
Starred values were filed as active, the others as inactive; i = inactive; . = no result given.

Results follow in this order: RGS4 block | MrgX1 allo act | ANO1 block | MrgX1 antagonist | ANO1 activ | TRPC4 block | MrgX1 ag | TRPC6 inhibitor | TRPC6 act | TRPC4 act | TRPC4 potent
(1) CCCCn1c(SCC(=O)Nc2nc(C)cs2)nnc1-c1cccnc1
 : i | . | . | . | i | i | . | i | i | i | i
(2) O=C(CCS(=O)(=O)Cc1ccccc1)N1CCc2ccccc2C1
 : i | i | i | i | i | i | i | i | i | i | i
(3) O=C(CSc1nc2ccccc2[nH]1)NC1CCS(=O)(=O)C1 (configuration not stated)
 : i | i | i | i | i | i | i | i | i | i | i
(4) CCCCCN(C(=O)CCC(=O)OCc1cccc(Cl)c1)c1c(N)n(CCCC)c(=O)[nH]c1=O
 : i | i | i | i | i | i | i | i | i | i | i
(5) CN(C)S(=O)(=O)Oc1ccc(Cl)cc1C(=O)Nc1ccc(F)cc1F
 : i | i | i | i | i | i | i | i | i | i | i
(6) COc1cc(CNn2cn[nH]c2=S)ccc1OCC(=O)NC(C)(C)C
 : i | i | i | -4.59* | i | i | i | i | i | i | i
(7) Cc1ccc(NC(=O)CSc2nc(=O)n(CCCN3CCOCC3)c3c2CCCC3)cc1
 : i | i | i | i | i | i | i | i | i | i | i
(8) CCOc1ccc2nc(N(CCN(CC)CC)C(=O)c3cccc([N+](=O)[O-])c3)sc2c1
 : i | i | i | i | i | i | i | i | i | i | i
(9) CC(C)C(=O)Nc1nnc(CCc2nnc(NC(=O)C(C)C)s2)s1
 : i | i | i | i | i | i | i | i | i | i | i
(10) COCCNS(=O)(=O)c1ccc2c(c1)Cc1cc(S(=O)(=O)NCCOC)ccc1-2
 : i | i | i | i | i | i | i | i | i | i | i
(11) C[N+](C)(C)CCCCCCCCCC[N+](C)(C)C
 : i | i | i | i | i | i | i | i | i | i | i
(12) COc1cccc(S(=O)(=O)Nc2cccc(C(=O)N3CCOCC3)c2)c1
 : i | i | i | i | i | i | i | i | i | i | i
(13) Cc1ccc(N2C(=O)N3[C@H](c4ccc(F)cc4)[C@@H]4C(=O)N(C5CCCCC5)C(=O)[C@@H]4[C@]3(C)C2=O)cc1
 : i | i | i | i | i | i | i | i | i | i | i
(14) CN1CCN(c2ccc(CNC(=O)c3cc4ccccc4o3)cc2)CC1
 : i | i | i | i | i | i | i | -5.33* | i | i | i
(15) COC(=O)c1ccc(/C=N/Nc2nc(-c3ccccc3)cs2)cc1
 : i | i | i | i | i | i | i | i | i | i | i
(16) Brc1ccc(OCc2nnc3n2CCC3)cc1
 : i | i | i | i | i | i | i | i | i | i | i
(17) Cc1ccc(OC(=O)c2cccc(S(=O)(=O)N(C)C)c2)c(-n2nc3ccccc3n2)c1
 : i | i | i | i | i | i | i | i | i | i | i
(18) C=CCn1c(Cc2ccc(OC)cc2)nnc1SCc1nc2ccccc2c(=O)[nH]1
 : i | i | i | i | i | i | i | i | i | i | i
(19) O=C(Nc1ccnn1C1CCN(CC2CC=CCC2)CC1)c1ccccc1Cl (configuration not stated)
 : i | i | i | i | i | i | i | i | i | i | i
(20) CC1(c2ccccc2)NC(=O)N(CC(=O)N2CCN(S(=O)(=O)c3ccccc3[N+](=O)[O-])CC2)C1=O (configuration not stated)
 : i | i | i | i | i | i | i | i | i | i | i
(21) O=C(CSc1nc2ccccc2c(=O)n1Cc1ccccc1)NCc1ccco1
 : i | i | i | i | i | i | i | i | i | i | i
(22) CCOC(=O)c1nnn(-c2nonc2N)c1COc1ccc(F)cc1
 : i | i | i | i | i | i | i | i | i | i | i
(23) O=C1CC(c2ccccc2)CC(O)=C1C=NCc1ccncc1 (configuration not stated)
 : i | i | i | -6.4* | i | i | i | i | i | i | i
(24) O=C(O)C1CC(=O)N(c2ccc(F)c(F)c2)C1 (configuration not stated)
 : i | i | i | i | i | i | i | i | i | i | i
(25) Cc1cc(C(=O)N2CCN(c3ccccc3O)CC2)c(C)o1
 : i | i | i | i | i | i | i | i | i | i | i
(26) Cc1cccc2sc(N(CCCN(C)C)C(=O)CCc3ccccc3)nc12
 : i | i | i | i | i | i | i | i | i | i | i
(27) Cc1nc(-c2cccc(NC(=O)C3CCCCC3)c2)cs1
 : i | 16.6* | i | i | i | i | i | i | i | i | i
(28) CS(=O)(=O)N1CCN(c2ccc(NC(=S)NC(=O)c3ccccc3[N+](=O)[O-])cc2)CC1
 : i | i | i | i | i | i | i | i | i | i | i
(29) CN(Cc1ccc2nonc2c1)Cc1nc(Cc2cccc(F)c2)no1
 : i | i | i | i | i | i | i | i | i | i | i
(30) Cc1cc(C(=O)NNC(=O)COc2ccccc2Cl)n[nH]1
 : i | i | i | i | i | i | i | i | i | i | i
(31) Nc1nonc1-n1nnc(C(=O)N/N=C/c2ccc(Cl)cc2Cl)c1CN1CCCC1
 : i | i | i | i | i | i | i | i | i | i | i
(32) CCOc1ccc(CN(Cc2ccco2)C(c2cccs2)c2nnnn2C(C)(C)C)cc1 (configuration not stated)
 : i | i | i | i | i | i | i | i | i | i | i
(33) C/C(=N\NC(=O)c1ccc(Cn2cc(Br)cn2)o1)c1ccc(NC(=O)c2ccoc2C)cc1
 : i | . | . | . | i | i | . | i | i | i | i
(34) CC(=N\Nc1ccccc1)/C(=N/O)C(=O)Nc1ccccc1
 : i | i | i | i | i | i | i | i | i | i | i
(35) Cc1cc(=O)n2nc(N3CCCC(C(=O)NCCC4=CCCCC4)C3)sc2n1 (configuration not stated)
 : i | i | i | i | i | i | i | i | i | i | i
(36) CC(=O)N(CCC(Cc1ccccc1)c1ccco1)Cc1ccco1 (configuration not stated)
 : i | i | i | i | i | i | i | i | i | i | i
(37) CC(C)(C)n1nc(-c2ccc(F)cc2)c2c(N)ncnc21
 : i | i | i | i | i | i | i | i | i | i | i
(38) COCCCN(C(=O)CCOc1ccc(C)cc1)c1c(N)n(Cc2ccccc2)c(=O)[nH]c1=O
 : i | i | i | i | i | i | i | i | i | i | i
(39) CCCCn1c(SCC(=O)Nc2sc3c(c2C(N)=O)CCC3)nnc1-c1ccccc1
 : i | i | i | i | i | i | i | i | i | i | i
(40) O=C(O)CCc1ccc(-c2cccs2)n1Cc1ccco1
 : i | i | i | i | i | i | i | i | i | i | i
(41) Cc1nc([N+](=O)[O-])c(N2CCN(Cc3ccccc3)CC2)n1Cc1ccccc1
 : i | i | i | i | i | i | i | i | i | i | i
(42) CC(C)(O)[C@H](O)COc1c2occc2cc2ccc(=O)oc12
 : i | i | i | i | i | i | i | i | i | i | i
(43) Nc1ncnc2nc(SCC(=O)Nc3cccc(C(F)(F)F)c3)[nH]c12
 : i | i | i | i | i | i | i | i | i | i | i
(44) Cc1cc(C(=O)N/N=C/c2ccc([N+](=O)[O-])s2)c2ccccc2n1
 : i | i | i | i | i | i | i | i | i | i | i
(45) CC(=O)c1cccc(NC(=O)NCc2cccnc2)c1
 : i | i | i | i | i | i | i | i | i | i | i
(46) O=C(CSc1nnc(-c2cccs2)n1-c1ccccc1)NCc1ccc2c(c1)OCO2
 : i | i | i | i | i | i | i | i | i | i | i
(47) COC(=O)c1c(NC(=O)CC2SC(N)=NC2=O)sc2c1CCC(C)C2 (configuration not stated)
 : i | i | i | i | i | i | i | i | i | i | i
(48) Cc1cc(C)n(-c2nc3sc4c(c3c3nnc(SCC(N)=O)n23)CC(C)(C)OC4)n1
 : i | . | . | . | i | i | . | i | i | i | i
(49) Nc1ccc(C(=O)N2CCCC2)cc1CS(=O)(=O)c1ccc(Cl)cc1
 : i | i | i | i | i | i | i | i | i | i | i
(50) COc1ccc2c(c1)CCCC21NC(=O)NC1=O (configuration not stated)
 : i | i | i | i | i | i | i | i | i | i | i
(51) Cn1c(SCC(=O)NCc2ccc3c(c2)OCO3)nnc1-c1cc2ccccc2cc1O
 : i | i | i | i | i | i | i | i | i | i | i
(52) COc1cc2c(cc1NC(=O)C(C)N1CCN(S(=O)(=O)c3ccc(C)c(C)c3)CC1)oc1ccccc12 (configuration not stated)
 : i | i | i | i | i | i | i | i | i | i | i
(53) O=C(NN=C1CCCC1)c1cc(O)cc(O)c1
 : i | i | i | i | i | i | i | i | i | i | i
(54) O=C1CC[C@@H](CN(Cc2ccccn2)Cc2nc(-c3ccc(C(F)(F)F)cc3)no2)N1
 : i | i | i | i | i | i | i | i | i | i | i
(55) CCOC(=O)C1=C(c2ccccc2)OC(N)=C(C#N)C1c1cccnc1 (configuration not stated)
 : i | i | i | i | i | i | i | i | i | i | i
(56) Cn1nnnc1SCC(=O)Nc1ccccc1C(=O)NCc1ccccc1
 : i | i | i | i | i | i | i | i | i | i | i
(57) CCCOc1ccc(C(=O)NCCO)cc1
 : i | i | i | i | i | i | i | i | i | i | i
(58) COC(=O)c1sccc1-c1ccc(/C=N/OC(=O)c2cccs2)o1
 : i | i | i | i | i | i | i | i | i | i | i
(59) OC12CCCCC1C(c1ccc3c(c1)OCO3)N(Cc1ccc(F)cc1)CC2 (configuration not stated)
 : i | i | i | i | i | i | i | i | i | 48* | i
(60) Cc1nn(C)c(C)c1CNC(=O)/C=C/c1ccccc1F
 : i | i | i | i | i | i | i | i | i | i | i

Next compounds follow.
Results follow in this order: RGS4 block | MrgX1 allo act | ANO1 block | MrgX1 antagonist | ANO1 activ | TRPC4 block | MrgX1 ag | TRPC6 inhibitor | TRPC6 act | TRPC4 act | TRPC4 potent
(61) COc1ccc(NC(=O)CSc2ccccc2)cc1S(=O)(=O)N1CCOCC1
 : i | i | i | i | i | i | i | i | i | i | i
(62) COc1ccc(CCN2C(=O)NC(NC(=O)CC(C)C)(C(F)(F)F)C2=O)cc1OC (configuration not stated)
 : i | i | i | i | i | i | i | i | i | i | i
(63) C/C(=N\NC(=O)c1ccncc1)C12CC3CC(CC(C3)C1)C2
 : i | i | i | i | i | i | i | i | i | i | i
(64) O=S(=O)(c1ccc(S(=O)(=O)N2CCCC3(CCCCC3)C2)cc1)N1CCCCC1
 : i | i | i | i | i | i | i | i | i | i | i
(65) Cc1cc(=O)n2c(sc3ccccc32)c1C#N
 : i | i | i | i | i | i | i | i | i | i | i
(66) CCN1CCN(S(=O)(=O)c2ccc(Cl)c(C(=O)Nc3ccc(OC(F)F)cc3)c2)CC1
 : i | i | i | i | i | i | i | i | i | i | i
